Screens: PubChem BioAssay, National Center for Advancing Translational Sciences (NCATS)
GLP1R cytotox: cytotoxic in the GLP-1 receptor inverse agonist counter-screen | actives 0.13% (n = 410,000) | Potency, µM (series often up to 38.3 µM), for the others: at the top dose activity change, negative = inhibition, actives largely listed as inhibitors | HEK293 cAMP-luciferase reporter cells, luminescence, 24 h;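 note: loss of luciferase light is scored as toxicity; potency is the fitted concentration of half-maximal effect; % is set by controls: 0 for no effect and ±100 for the full control effect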
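Compound-treated cells are incubated 24 hr at 37 deg C under 5% CO2 after a 12 hour attachment period, then luciferase detection reagent is added and luminescence is measured following 12 min at room temperature; lowered signal indicates toxicity.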
MCF10A rerep: inducers of DNA re-replication in MCF 10A breast cells. Potency, µM (titrated, usually from 46.1 µM), for the others: top-dose activity, positive = re-replication, usual class: activators. actives 2.9% (n = 350,000). MCF 10A DNA re-replication, Hoechst nuclear intensity, 48 h; note: potency is the fitted concentration of half-maximal effect; % of control where 0% means no effect; nearly all actives have a fitted effect of over 50% in size
HT1080 IDH1KD tx: HT-1080 IDH1 knockdown cell toxicity (counter line); HT-1080 IDH1 knockdown viability, ATP luminescence, 48 h; Potency, µM (titrated, usually from 46.1 µM), for inactives: at the highest dose activity, negative = toxicity, most hits filed as cytotoxic; actives 2% (n = 360,000);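 note: potency is the fitted concentration of half-maximal effect; 0% = DMSO wells and -100% = cell-free medium wells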
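% activity derives from luminescence (CellTiter-Glo), normalised to DMSO and no-cell wells. HT-1080-IDH1KD cells, 750/well, had 48 h compound exposure at 37 °C.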
KB-V1 MDR tox: KB-V1 MDR subline cytotoxicity; KB-V1 MDR cells viability, CellTiter-Glo, 72 h; Potency, µM (titrated, usually from 46.1 µM), for the others: at the top dose activity change, negative = cytotoxicity, most hits filed as cytotoxic; actives 3.4% (n = 400,000); note: potency is the fitted concentration of half-maximal effect; % is set by controls: 0 for no effect and ±100 for the full control effect; nearly all actives have a fitted effect of over 60% in size
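KB-V1 cells (P-gp-expressing MDR subline of KB-3-1) in phenol-red-free DMEM with 10% FBS were exposed to library compounds over a concentration series for 72 h at 37 degrees C. Viability read by CellTiter-Glo luminescence; concentration-effect curves fitted after normalization.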
KB-3-1 cytotox: kills parental KB-3-1 adenocarcinoma cells. actives 1.4% (n = 400,000). Potency, µM (top dose mostly 46.1 µM), inactives show top-dose activity change, negative = cytotoxic, hits mostly cytotoxic. KB-3-1 viability, CellTiter-Glo ATP luminescence, 72 h. AID 1347075; note: potency is the fitted concentration of half-maximal effect; % is set by controls: 0 for no effect and ±100 for the full control effect; nearly all actives have a fitted effect of over 60% in size
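Cytotoxicity in the drug-sensitive parental line KB-3-1 was scored as loss of CellTiter-Glo luminescence following 72 h incubation with compound. Values come from curve fitting of normalized concentration-response data.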
IL-1B inflam inh: blocks inflammasome-driven IL-1 beta release; THP-1 LPS/ATP IL-1B secretion, AlphaLISA, 16 h; stronger effect = lower value; activity change, % at 57.5 µM; actives 4.7% (n = 360,000); in the data active = activity change below about -50%; inconclusive = mostly about -30% to -49%; note: % is set by controls: 0 for no effect and ±100 for the full control effect
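THP-1 cells pretreated 1 hr with compounds (up to 57.5 uM final), then stimulated with LPS (250 ng/mL final) plus ATP (1.25 mM final); secreted IL-1B measured by AlphaLISA after 16 hr, decreased signal indicating inhibition.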
SW480 rereplic: DNA re-replication induction in SW480 cells. SW480 DNA re-replication, Hoechst DNA content imaging, 48 h. Potency, µM (top dose mostly 46.1 µM), for inactives: at the top dose re-replication activation, hits mostly activators. actives 1.8% (n = 340,000). AID 624297; note: potency is the fitted concentration of half-maximal effect; % of control where 0% means no effect; nearly all actives have a fitted effect of over 55% in size
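First, 250 cells per well were seeded. Next, compound or vehicle (23 nL) was pinned in, plates sat 48 hr at 37 C. Finally Hoechst was added for 40 min before fluorescence scanning.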
D3 ag: activates the human D3 dopamine receptor. P35462. D3R DiscoveRx beta-arrestin cells, luminescence, 90 min. max activation, %. actives 0.58% (n = 410,000); in the data active = max activation above about 30%; note: 0% is about no effect; mostly tested at two doses, the higher about 12 µM
Target sequence (P35462 whole entry, looked up): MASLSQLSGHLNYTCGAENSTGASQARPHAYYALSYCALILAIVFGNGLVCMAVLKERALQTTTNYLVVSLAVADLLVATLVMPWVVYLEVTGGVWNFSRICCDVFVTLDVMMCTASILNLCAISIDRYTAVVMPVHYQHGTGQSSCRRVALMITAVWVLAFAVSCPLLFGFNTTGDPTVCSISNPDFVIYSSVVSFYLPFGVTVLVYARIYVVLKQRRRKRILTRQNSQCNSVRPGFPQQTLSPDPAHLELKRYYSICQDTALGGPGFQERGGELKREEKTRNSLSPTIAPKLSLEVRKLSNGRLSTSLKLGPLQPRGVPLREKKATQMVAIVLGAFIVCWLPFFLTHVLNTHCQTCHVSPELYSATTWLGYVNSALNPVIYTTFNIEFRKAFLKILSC
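Agonist mode: compounds and dopamine controls were applied to plated cells for 90 min at 37 degrees C after an overnight attachment at 1500 cells/well. Luminescent read-out followed 30 - 60 minutes at room temperature with DiscoveRx detection reagent.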
HT1080NT lethal: kills 2HG-producing HT-1080-NT fibrosarcoma cells | HT-1080-NT fibrosarcoma viability, CellTiter-Glo ATP luminescence, 48 h | Potency, µM (doses to about 46.1 µM), for inactives: at the highest dose activity, negative = less viability, hits mostly cytotoxic | actives 1.6% (n = 360,000);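 note: NT is the 2HG producing partner of a matched IDH1 knockdown line; potency is the fitted concentration of half-maximal effect; 0% = DMSO-treated cells and -100% = media-only wells without cells; nearly all actives have a fitted effect of over 55% in size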
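750 cells/well, RPMI + 5% FBS; 2 h settle, compound pin-transfer, 48 h at 37 degrees C. CellTiter-Glo 10 min RT, luminescence. Normalized to DMSO and media-only wells.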
An asterisk follows results filed as active; i = inactive; ? = inconclusive; nt = not tested or not shown; & = joins results of further samples; [ ] = another dose, or the depositor's remark. Unless noted, calls come from the whole dose curve; as a rule, active = well fitted curve in the direction sought with a large enough effect; inconclusive = small, poorly fitted or top-dose-only effect, or another doubt; inactive = no such curve, though single readings can be large; an effect the other way counts as inactive or inconclusive.

SMILES	GLP1R cytotox	MCF10A rerep	HT1080 IDH1KD tx	KB-V1 MDR tox	KB-3-1 cytotox	IL-1B inflam inh	SW480 rereplic	D3 ag	HT1080NT lethal
COc1ccc(CCN(Cc2cc3cccc(C)c3[nH]c2=O)C(=O)NC2CCCCC2)cc1OC	-22%	3%	2%	?	4%	-68*	7%	1	12%
COCCCNC(=O)c1cc2c(-c3cccc(OC)c3)nn(C)c2s1	-3%&-9%	29%	?	?	?	-2	?	-6&-6	-23%
COc1ccc(NC(=O)C2CCCN(S(=O)(=O)c3cccc4nonc34)C2)cc1OC (stereo unspecified)	-5%	-10%	-26%	-3%	4%	43	-12%	-8	-2%
CCOC(=O)CNC(=O)CSc1nnc(NC(=O)c2ccc3c(c2)OCO3)s1	20%	1%	0%	-15%	-5%	i	-34%[inhibitor]	-1	-6%
Clc1ccc(Cn2c(-c3cccnc3Cl)nc3ccccc32)cc1	8%	19%	1%	-2%	3%	3	12%	1	-23%
CCCn1c(N)c(N(C)C)c(=O)n(CC(=O)Nc2ccc(OC(F)(F)F)cc2)c1=O	-12%	3%	-1%	14%	8%	15	-1%	0	-11%
CC(=O)N1c2ccc(S(=O)(=O)NCC3CCC(C(=O)NC4CCCCC4C)CC3)cc2CC1C (stereo unspecified)	-1%	6%	-7%	15%	-29%	42	12%	5	-2%
COc1ccc(N2CCN(C(=O)c3ccc(C)c(NC(=O)c4ccco4)c3)CC2)cc1	13%	-5%	-8%	nt	nt	-12	3%	-1	0%
O=C(O)/C=C/c1cn(-c2ccccc2)nc1-c1ccc(-c2ccc([N+](=O)[O-])cc2)o1	4%	3.3µM*	18%	9%	11%	-7	?	9	11%
C[C@@H](C(=O)NCc1ccc(S(C)(=O)=O)cc1)[C@@H]1C[C@@]1(C)[C@@H](NC(=O)OCc1ccccc1)c1ccccc1	1%	-1%	0%	22%	-1%	-4	14%[9.22 µM]	6	9%
CN1/C(=C\C(=O)c2cccs2)Sc2ccccc21	143%[activator]	18µM*	?	?	-26%	-14	15µM*	-5	?
O=C(Cn1c2[n+](c3ccc(C(F)(F)F)cc31)CCCCC2)Nc1c(F)cccc1F	0%	-8%	15%	2%	10%	-6	7%	7	8%
O=[N+]([O-])c1ccc(N2CCN(S(=O)(=O)c3ccc(Cl)c(Cl)c3)CC2)cc1NCCN1CCOCC1	70%	6%	-1%	0%	-3%	8	2%	-11	-3%
Cn1nccc1NC(=O)Nc1cccc([N+](=O)[O-])c1	-4%	23%	-17%	14%	-1%	-2	5%	-8	-3%
Cn1nc(CC#N)c2c(=N)n(N)cnc21	-5%	-2%	16%	0%	-6%	-7	-3%	2	8%
COc1ccc(C2=NOC(Cn3nc(-c4ccccc4)cc3C(=O)NCc3cccc(Br)c3)C2)cc1 (stereo unspecified)	0%	26%	-1%	?	-3%	-14	17%	34*	6%
CCCCN(C(=O)c1ccc(S(=O)(=O)N2CCOCC2)cc1)C1CCS(=O)(=O)C1 (stereo unspecified)	7%	1%	8%	6%	0%	1	4%	5	7%
CSc1ccc(Cc2ccc(Cl)cc2Cl)nn1	4%	-184%[0.0737 µM]	2%	-2%	9%	-14	-11%	-1	0%
COCCN1CCN(Cc2cn(C)nc2-c2cccc(Cl)c2)CC1	-1%[7.66 µM]	23%	11%	-12%	-6%	9	0%	-1	0%
CC1(C)CC2CC(C)(CN2C(=O)NC(=O)c2ccccc2)C1 (stereo unspecified)	-5%	3%	6%	?	1%	4	0%	19	6%
CCOC(=O)N1CCN(c2cc(=O)n(C)c(=O)n2C)CC1	5%	1%	22%	13%	-8%	4	-4%	-7	15%
CC(C)CCN(C)C1CCN(C(=O)Nc2c(F)cccc2F)CC1	-3%	1%	-1%	9%	1%	-6	-3%	-5	0%
COc1ccc(S(=O)(=O)N2CCCCCC2)cc1NC(C)C(=O)Nc1ccc(NC(C)=O)cc1 (stereo unspecified)	-13%	-3%	0%	?	-8%	-20	2%	1	6%
CCC(=O)N1CCc2cc(Br)cc(S(=O)(=O)N3CCCCCC3)c21	15%	9%	-2%	?	2%	24	-7%	3	-9%
CC(=O)Nc1ccc2nc(SCCOc3ccccc3Cl)sc2c1	-6%	nt	nt	-18%	?	nt	nt	3	nt
O=C(Nc1ccccc1)C1CCCN(C(=O)c2ccc(F)cc2)C1 (stereo unspecified)	-3%	8%	7%	-17%	-14%	1	-12%	1	8%[9.24 µM]
NC(=O)NC[C@@H]1CC[C@@H](Cc2ccc(-c3ccccc3)cc2)O1	1%	-7%	4%	0%	0%	42	5%	7	5%
COc1cc(OC)cc(C(=O)OCC(=O)Nc2ccc3[nH]c(=O)[nH]c3c2)c1	-4%	2%	0%	?	-11%	4	-350%[inhibitor]	5	0%
CCOc1ccc(CCNC(=O)CCNC(=O)c2ccccc2Cl)cc1OCC	-6%	2%	0%	-8%	4%	19	0%	-1	-1%
CCc1cc(=O)oc2c(C)c3c(cc12)CN(CCc1ccccc1)CO3	413%[activator]	nt	nt	0%	-2%	nt	nt	-30	nt
O=Cc1ccc(OC(=O)c2cc(Cl)nc3ccccc23)cc1	8%	?	1%	2%	-6%	13	2%	0	6%
CCOc1ccc(-n2c(=O)c3c(C)c(C)sc3n(Cc3ccc(C(C)(C)C)cc3)c2=O)cc1	3%	nt	nt	-24%	?	nt	nt	-11	nt
CC(=O)Nc1ccc(NS(=O)(=O)c2ccc3c(c2)oc(=O)n3C)cc1	-30%	-3%	11%	?	9%	-2	?	5	3%
CCOC(=O)c1ccc(NC(=O)COc2ccc(S(=O)(=O)NC(C)CC)cc2)cc1 (stereo unspecified)	2%	9%	-1%	-13%	8%	19	-1%	-4	-1%
O=C(Nc1ccc2c(c1)OCCO2)c1cccc2nc3ccccc3nc12	-27%	?	-14%	6.5µM*	?	?	5%	2	-2%
c1ccc(Nc2ncnc3sc4c(c23)CCC4)cc1	19%	8%	-3%	-17%	-6%	22	1%	2	0%
Cc1ccn(-c2ccc(NC(=O)c3cccs3)cc2)n1	2%	?	?	12µM*	21µM*	-5	-3%	4	?
COc1ccc(OC)c(COC(=O)c2cc([N+](=O)[O-])ccc2N2CCOCC2)c1	-27%	?	?	?	5.2µM*	44	?	-5	?
O=C(OCCN1CCN(c2ncc(C(F)(F)F)cc2Cl)CC1)c1ccc(F)cc1	-11%	2%	7%	20%	1%	-4	-6%	-20	10%
COc1ccc(OCCCC(=O)Nc2cccc(SC)c2)cc1	3%	-5%	1%	?	5%	0	nt	-9	-2%
CCOc1ccccc1NC(=O)c1c(NCc2ccc(OC)c(OC)c2OC)sc2c1CCC(C)C2 (stereo unspecified)	-19%	nt	nt	-7%	-5%	nt	nt	-20	nt
Cc1cccc(NC(=O)NCCN2CCCCC2)c1	1%	-10%	-1%	12%	12%	6	-7%	-6	-3%
CN(C)c1ccc(NC(=O)Nc2ccc3c(c2)c(=O)n(C)n3Cc2ccccc2)cc1	-9%	nt	?	2%	0%	-10	nt	-5	?
COc1ccccc1NC(=O)c1ccc(NC(=O)CSc2n[nH]c(N)n2)cc1	5%	-3%	-1%	18%	19%	-6	0%	0	-1%
COc1cc(N(C(=O)Cc2cccs2)C(C(=O)NC2CCCCC2)c2ccc(C)cc2)ccc1-n1cnnn1 (stereo unspecified)	-25%	27%	-18%	-19%	?	1	2%	-3	-8%
CC(=O)N1CCc2c(sc(NC(=O)Cc3ccc(F)cc3)c2C#N)C1	10%	13%	0%	0%	1%	-4	-11%	-5	2%
Cc1ccc(C2=NO[C@@](CC(=O)O)(C(=O)Nc3ccc4c(c3)OCCO4)C2)cc1	3%	4%	7%	23%	15%	26	-3%	95*	12%

10 structures from above, arranged by SMILES length, highest first:
SMILES	GLP1R cytotox	MCF10A rerep	HT1080 IDH1KD tx	KB-V1 MDR tox	KB-3-1 cytotox	IL-1B inflam inh	SW480 rereplic	D3 ag	HT1080NT lethal
COc1cc(N(C(=O)Cc2cccs2)C(C(=O)NC2CCCCC2)c2ccc(C)cc2)ccc1-n1cnnn1 (stereo unspecified)	-25%	27%	-18%	-19%	?	1	2%	-3	-8%
Cc1ccc(C2=NO[C@@](CC(=O)O)(C(=O)Nc3ccc4c(c3)OCCO4)C2)cc1	3%	4%	7%	23%	15%	26	-3%	95*	12%
CCOc1ccccc1NC(=O)c1c(NCc2ccc(OC)c(OC)c2OC)sc2c1CCC(C)C2 (stereo unspecified)	-19%	nt	nt	-7%	-5%	nt	nt	-20	nt
CN(C)c1ccc(NC(=O)Nc2ccc3c(c2)c(=O)n(C)n3Cc2ccccc2)cc1	-9%	nt	?	2%	0%	-10	nt	-5	?
O=C(OCCN1CCN(c2ncc(C(F)(F)F)cc2Cl)CC1)c1ccc(F)cc1	-11%	2%	7%	20%	1%	-4	-6%	-20	10%
COc1ccccc1NC(=O)c1ccc(NC(=O)CSc2n[nH]c(N)n2)cc1	5%	-3%	-1%	18%	19%	-6	0%	0	-1%
O=C(Nc1ccc2c(c1)OCCO2)c1cccc2nc3ccccc3nc12	-27%	?	-14%	6.5µM*	?	?	5%	2	-2%
Cc1ccn(-c2ccc(NC(=O)c3cccs3)cc2)n1	2%	?	?	12µM*	21µM*	-5	-3%	4	?
c1ccc(Nc2ncnc3sc4c(c23)CCC4)cc1	19%	8%	-3%	-17%	-6%	22	1%	2	0%
Cc1cccc(NC(=O)NCCN2CCCCC2)c1	1%	-10%	-1%	12%	12%	6	-7%	-6	-3%

Compounds were not picked by outcome. About 11% of those tested had a hit in this group.
